Nrf2 block – Nrf2 qHTS screen for inhibitors; A549 ARE-Fluc reporter, luciferase luminescence, 18-24 h; Potency, µM (series often up to 46 µM), for the others: at the highest dose activity change, negative = inhibition, hits mostly inhibitors; 360,000 compounds, 2.1% hits; AID 504444, 2011; also: potency is read from the fitted curve at half-maximal effect; % is scaled to controls: 0 for no effect and ±100 for the full control effect; nearly all actives have a fitted effect of over 60% in size
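A549 ARE_Fluc cells (5000/well, 5% FBS OPTI-MEM) pre-incubated 2 h, then treated with compounds 18-24 h at 37C/5% CO2 in concentration-response. CellTiter-Fluor viability read first; BugLite luciferase luminescence after 15 min at room temperature gives Nrf2 activity.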
Nrf2 ARE act – qHTS of Nrf2 Activators; AREc32 ARE-luciferase reporter (MCF7-derived line), luminescence, 24 h; Potency, µM (doses to about 46.1 µM), inactives show top-dose activation, usual class: activators; 410,000 compounds, 0.31% hits; also: potency is read from the fitted curve at half-maximal effect; % of control where 0% means no effect; nearly all actives have a fitted effect of over 65% in size
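Reporter line AREc32 (ARE-Fluc), seeded overnight in OPTI-MEM with 5% FBS; compound pin-transferred, 24 hr at 37 deg C, 5% CO2; luminescent read-out.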
HepG2 tox – qHTS for Inhibitors of TGF-b: Cytotox Counterscreen; HepG2 CAGA-GFP viability, ATP luminescence, 18 h; Potency, µM (top dose mostly 46.1 µM), for the others: at the highest dose activity change, negative = cytotoxicity, actives largely listed as cytotoxic; 410,000 compounds, 0.76% hits; also: potency is read from the fitted curve at half-maximal effect; some results filed as inactive show a strong effect at the top dose
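CellTiter-Glo luminescence gave cytotoxicity after 18 hours at 37 degrees C. The cells were HepG2 CAGA-GFP in 1% FBS DMEM, stimulated with 500 pg/mL TGF-beta after compound addition. %Activity was normalised to no-cell wells (complete cell-killing) and DMSO (no toxicity), and curves were fitted and classified.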
A549 viability – Nrf2 qHTS screen for inhibitors: counterscreen for cytotoxicity | Potency, µM (titrated, usually from 46 µM), without a hit: at the top dose activity change, negative = cytotoxicity, actives largely listed as inhibitors | 390,000 compounds, 0.16% hits | AID 504648, 2011 | A549 ARE-Fluc cells, CellTiter-Fluor viability, 18-24 h; also: potency is read from the fitted curve at half-maximal effect; % is scaled to controls: 0 for no effect and ±100 for the full control effect
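A549 ARE_Fluc cells in 5% FBS OPTI-MEM were exposed to compounds in concentration-response for 18-24 h at 37 deg C. Viability was read by CellTiter-Fluor fluorescence (Ex 405/Em 525) after 30 min, before the luciferase read.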
TGFb inhibitor – qHTS for Inhibitors of TGF-b | 410,000 compounds, 1.2% hits | Potency, µM (doses to about 46.1 µM), inactives show at the top dose activity, negative = inhibition, usual class: inhibitors | HepG2 CAGA-GFP TGF-b/SMAD3 reporter, GFP fluorescence, 18 h; TGF-beta stimulated, 500 pg/mL final; also: potency is read from the fitted curve at half-maximal effect; % is scaled to controls: 0 for no effect and ±100 for the full control effect; nearly all actives have a fitted effect of over 65% in size
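Inhibition was scored as loss of TGF-beta-induced (500 pg/mL final, 18 hours, 37 degrees C) GFP in HEPG2 cells carrying a CAGA-GFP reporter, in DMEM with 1% FBS. Well GFP was summed per cell; Activity was normalised to unstimulated and stimulated DMSO wells, then concentration-response fitting.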
MmCpn inh – Inhibitors of TCP-1 ring complex (TRiC) of Methanococcus maripaludis (MmCpn): qHTS. purified Mm-Cpn ATPase, ADP Transcreener TR-FRET. Potency, µM (titrated, usually from 76.9 µM), for inactives: at the top dose activity, negative = inhibition, usual class: inhibitors. 330,000 compounds, 0.031% hits; also: potency is read from the fitted curve at half-maximal effect; % is scaled to controls: 0 for no effect and ±100 for the full control effect; nearly all actives have a fitted effect of over 80% in size
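ATPase read-out: TR-FRET ADP immunoassay (anti-ADP Eu cryptate vs ADP-d2), ex 320 nm, em 590/665 nm; signal drops as ADP forms. Enzyme 25 nM, ATP 10 uM, 30 min at 37°C after 10 min compound preincubation.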
Abeta rescue – qHTS for compounds that reverse cellular toxicity of Amyloid beta (A-beta) peptide in yeast: Primary Screen; AID 1347071, 2019; Potency, µM (titrated, usually from 46.1 µM), without a hit: at the top dose growth rescue, most hits filed as activators; 410,000 compounds, 0.063% hits; yeast expressing A-beta42, growth rescue, OD600, 48 h; response scale: 0% DMSO, 100% iron-clioquinol control; also: potency is read from the fitted curve at half-maximal effect; nearly all actives have a fitted effect of over 55% in size
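Yeast A-beta toxicity model in growth medium with pinned compounds, 48 h at 30 C; growth read as absorbance at 600 nm. Normalized to FeCl3/clioquinol equimolar mix (positive) and DMSO (negative).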
pAkt inh – HTS Assay for Inhibitors of Akt Phophorylation: Primary Screen | Neuro2A IGF-stimulated pAkt S473 HTRF, 20 min; hits give low values | activity change, % for hits at 50 µM | 360,000 compounds, 0.32% hits; in the data active = activity change below about -80%; inconclusive = mostly about -51% to -80%; also: % is scaled to controls: 0 for no effect and ±100 for the full control effect
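Single-point screen (50 µM final compound) in Neuro2A cells stimulated 20 min with 6 nM IGF at 37 deg C. After lysis, Ser473-phosphorylated Akt read by HTRF (ex 330 nm, em 615/665 nm) as the 665/615 ratio.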
CCT modulator – High-Throughput Screening for Modulators of Cytosolic Chaperonin Activity | purified chaperonin ATPase assay, HTRF ADP detection, 30 min | activity change, % (concentration not given with the values), hits read low | 360,000 compounds, 0.3% hits; in the data active = activity change below about -30%; also: % is scaled to controls: 0 for no effect and ±100 for the full control effect
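Nucleotide hydrolysis assay: TRiC at 20–40 nM final (set by batch activity) with 10 uM ATP, 30 min at 37 °C, in presence of 76 uM compound. Detection by competitive ADP HTRF, 30 min ambient.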
Active calls of the source: *; i = inactive; ? = inconclusive; . = not tested or not shown; & = joins results of further samples; [ ] = dose if it differs, or a comment. Unless noted, calls follow the shape of the dose curve; as a rule, active = well fitted curve in the direction sought with a large enough effect; inconclusive = small, poorly fitted or top-dose-only effect, or another doubt; inactive = no such curve, though single readings can be large; an effect the other way counts as inactive or inconclusive.

SMILES	Nrf2 block	Nrf2 ARE act	HepG2 tox	A549 viability	TGFb inhibitor	MmCpn inh	Abeta rescue	pAkt inh	CCT modulator
O=C(c1cc(COc2ccc(F)cc2Cl)on1)N1CCN(c2cnccn2)CC1	-5%	0.2%	6%	-2%	?	-2%	-13%	i	-0.4
Cc1cc(C)c(C(=O)c2ccccc2)c(C)c1	3%	-1.0%	-7%	1%	-6%	.	4%	i	-4.4
C[n+]1ccccc1/C=N/O	0%&-2%	-0.1%&0.6%	13%&-4%	-7%&2%	-3%&23%	1%	-6%&-7%	i	0.1&-1.3
COc1ccc(C(=O)NCC(=O)N2CCNC(=O)C2)cc1OC	-10%	-1.1%	-18%	1%	3%	0%	2%	i	1.4
Cc1c(C(=O)OCC(=O)NC(C)c2ccccc2)oc2ccccc12 (stereo not given)	-2%	-0.4%	8%	7%	8%	1%	8%	i	-1.2
Cc1ccc(C(=O)Nc2ccccc2N2CCN(C(=O)C(C)C)CC2)cc1	-22%	0.3%	3%	-6%	-13%	1%	-19%	i	-0.5
Cc1nc2ccccc2c(=O)n1/N=C/c1ccncc1	-19%	0.6%	-8%	-10%	3%	0%	8%	i	-4.7
CC1CCCC(NC(=O)COC(=O)/C=C/c2ccc(S(=O)(=O)N3CCOCC3)cc2)C1C (stereo not given)	4%	0.3%	6%	2%	14%	-1%	-7%	i	-1.8
CCNC(=O)/C(C#N)=C/c1c(N(Cc2ccccc2)Cc2ccccc2)nc2ccccn2c1=O	?	3.8%	-32%	?	?	-1%	0%	i	6.8
COC(=O)c1cccnc1NC(=S)NC1CCCCC1	1%	2.2%	-15%	1%	5%	1%	-8%	i	-11
COc1ccc(-c2cc(C(=O)NCc3ccccc3)c3c(-c4ccccc4)[nH]nc3n2)cc1	?	0.3%	-18%	6%	-23%	.	-5%	.	.
Cc1cc(-c2csc(N)n2)c(C)n1-c1ccc(Cl)c(Cl)c1	-8%	-0.2%	-10%	1%	-18%	2%	-7%	i	-2.8
FC(F)(F)c1ccc(NC(=S)NCc2ccccc2)cc1	?	4.9%	-46%	-4%	?	-12%	20%	i	-3.0
FC(F)(F)c1cccc(N2Cc3ccccc3C2)c1	12%	14%	-9%	-7%	-5%	1%	7%	i	-4.2
COc1ccc2nc(SCc3ccccc3C)nc(C)c2c1	8%	5.4%	-20%	5%	-14%	1%	1%	i	-1.8
CCc1noc(C)c1C(=O)Nc1ccc(S(=O)(=O)N2CCCCC2)cc1	?	2.2%	-17%	0%	-5%	1%	2%	i	-3.8
CN(C1(C)CCS(=O)(=O)C1)S(=O)(=O)c1ccc2ccccc2c1 (stereo not given)	-21%	0.2%	-9%	1%	-9%	0%	?	i	-2.0
Cc1cc(C)cc(NC(=O)Nc2nnc(N(C)C3CCCCC3)s2)c1	12%	-0.2%	0%	8%	3%	.	-25%	.	.
COc1ccc(C2/C(=C(\O)c3ccc4c(c3)OCCO4)C(=O)C(=O)N2CCCN(C)C)cc1 (stereo not given)	11%	0.2%	2%	-3%	-6%	0%	1%	i	-2.4
COc1ccc(N2CCN(Cc3nc4ccccc4c(=O)[nH]3)CC2)cc1	-2%	-0.6%	-35%	-5%[1.84 µM]	2%	3%	9%	i	-1.8
Cc1c(NC(=O)COC(=O)C23CC4CC(CC(O)(C4)C2)C3)c(=O)n(-c2ccccc2)n1C	-16%	-0.2%	3%	3%	0%	0%	-3%	i	-2.4
Cn1c(=O)c2[nH]c(CCCCCc3nc4ccccc4[nH]3)nc2n(C)c1=O	0%	0.3%	8%	3%	-5%	.	-14%	i	-0.1
Cc1c(Cl)cccc1NC(=O)COc1ccc(S(=O)(=O)N2CCOCC2)cc1	-4%	0.3%	-12%	20%	2%	0%	6%	i	-0.8
COc1cc2c(cc1OC)CN(C(=S)Nc1c(C)cccc1C)CC2	-7%	0.2%[9.22 µM]	7%	5%	?	1%	0%	i	-4.3
COC(=O)CC1C(=O)NCCN1C(=O)c1ccccc1 (stereo not given)	8%	0.3%	-2%	-6%	-1%	0%	10%	i	-0.9

Only Nrf2 ARE act and pAkt inh, for three of the compounds above:
canonical_smiles,Nrf2 ARE act,pAkt inh
COc1ccc(C2/C(=C(\O)c3ccc4c(c3)OCCO4)C(=O)C(=O)N2CCCN(C)C)cc1 (stereo not given),0.2%,i
COc1ccc(N2CCN(Cc3nc4ccccc4c(=O)[nH]3)CC2)cc1,-0.6%,i
Cc1c(NC(=O)COC(=O)C23CC4CC(CC(O)(C4)C2)C3)c(=O)n(-c2ccccc2)n1C,-0.2%,i

Further records follow:
SMILES	Nrf2 block	Nrf2 ARE act	HepG2 tox	A549 viability	TGFb inhibitor	MmCpn inh	Abeta rescue	pAkt inh	CCT modulator
COc1ccccc1NC(C)C(=O)N/N=C/c1cccs1 (stereo not given)	-17%	0.4%	4%	-4%	-21%	1%	13%	i	-1.4
COc1ccc(NC(=O)N(C)C[C@H]2Oc3ccc(NS(=O)(=O)c4ccc(OC)cc4)cc3C(=O)N([C@H](C)CO)C[C@@H]2C)cc1	-3%	0.3%	-9%	-6%	?	1%	9%	i	1.5
CCCCn1c(SCC(=O)NCC2CCCO2)nc2ccc(N3CCOCC3)cc2c1=O (stereo not given)	-11%	0.3%	-13%	-1%	?	-8%	1%	i	-1.1
CCCCC(CC)C1OCC(CN2CCCCC2)O1 (stereo not given)	10%	-0.9%	11%	-3%	12%	-1%	9%	i	1.5
CC(C)c1ccc(S(=O)(=O)c2nnn3c2nc(N2CCCCC2)c2ccccc23)cc1	-3%	-0.5%	3%	-1%	?	0%	2%	i	-3.8
COc1ccc(-c2noc(CCC(=O)NCCc3ccccc3)n2)cc1OC	-5%	-0.5%	1%	-1%	-7%	-2%	16%	i	-3.5
CC(C)[C@H](NC(=O)c1c(F)cccc1F)C(=O)OCC(=O)NC(=O)NC1CCCC1	7%	-0.1%	-1%	-1%	12%	-2%	-9%	i	2.7
O=C(CNS(=O)(=O)c1ccc(Br)cc1)N1CCN(Cc2ccccc2)CC1	2%	0.4%	-6%	0%	10%	0%	-12%	i	1.3
COc1ccc(CC(=O)OCC(=O)NCc2ccco2)cc1	-12%	0.1%	-2%	1%	-1%	0%	5%	i	-0.9
Cc1nn(C(=O)CNS(=O)(=O)c2ccccc2)c(C)c1Sc1ccc(Cl)cc1	0%	2.4%	-27%	-1%	?	0%	17%	i	-1.6
Cc1cccc(N(C)C(=O)Cn2cnc3nc4c(cc3c2=O)CCCC4)c1	.	1.0%	-4%	6%	-17%	.	-17%	.	.
CC(C)CN(C(=O)COC(=O)C1c2ccccc2Oc2ccccc21)C1CCS(=O)(=O)C1 (stereo not given)	-8%	3.4%	-30%	-3%	2%	0%	8%	i	1.0
CC(Oc1ccccc1)C(=O)N1CCC2(CC1)Oc1ccc(F)cc1C(=O)C21CC(c2cccnc2)=NO1 (stereo not given)	-8%	-0.2%	-16%	-3%	?	.	3%	i	-0.4
O=C(CO/N=C/c1ccccc1OC(F)F)NCc1cccs1	1%	3.5%	5%	11%	-6%	0%	10%	i	1.8
CC(C)CNC(=O)c1cnn2c(C(F)(F)F)cc(C(F)(F)F)nc12	5%	12%	-13%	-5%	3%	6%	5%	i	-1.7
Cc1cc(C)cc(NC(=S)N2CCN(S(=O)(=O)c3ccccc3)CC2)c1	?	0.3%	5%	1%	0%	1%	7%	i	0.4
Cc1ccc(C)c(NC(=O)NNC(=O)c2ccc3ccccc3c2O)c1	-16%	-0.7%	2%	2%	-1%	-1%	0%	i	1.2
Cc1cc(C)cc(NC(=O)N2CCN(C)c3ncccc32)c1	11%	-0.4%	1%	1%	-20%	.	6%	.	.
Cc1ccc2sc(NC(=O)c3cccc(N4C(=O)CCC4=O)c3)nc2c1C	?	1.7%	15%	2%	6%	1%	6%	i	0.5
CCOC(=O)c1c(NC(=O)c2ccc(S(=O)(=O)N3CCC(C)CC3)cc2)sc2c1CCN(C)C2	.	-0.1%	-74%	8%	46%[activator]	.	-22%	.	.
CCOc1ccc(/C=N/NC(=O)c2ccncc2)cc1OC	.	-0.7%	-19%	.	-7%	.	-12%	i	-1.9
Cc1cccc(Nc2nnc(SC(C)C(=O)NC3CC3)s2)c1 (stereo not given)	-28%	-0.7%	-46%	0%	4%	-2%	6%	i	0.6
Cc1ccc(Cc2c(-c3ccc(F)cc3)nc3c(Cl)cc(C(F)(F)F)cn23)cc1	.	4.0%	2%	.	7%	.	-19%	i	-1.0
Clc1cc(Cl)cc(Nc2ncnc(-n3cccc3)n2)c1	-11%	2µM*	16%	2%	-9%	-2%	16%	i	2.1
CCOc1ccc(N(Cc2cc3cc(OC)ccc3[nH]c2=O)C(=O)C2CCCO2)cc1 (stereo not given)	.	0.6%	66%	-3%	3%	-1%	2%	i	0.2
Cc1cc(C)c(NC(=O)NC(=O)C(Cl)(Cl)Cl)c(C)c1	19%	-0.2%	2%	1%	-17%	-2%	-4%	i	0.7
O=C(NCC(c1cccnc1)N1CCN(Cc2ccccc2)CC1)C(=O)Nc1cccc(F)c1 (stereo not given)	-14%	3.4%	-36%	-3%	1%	.	-12%	.	.
COc1ccc(S(=O)(=O)N2CCCCC2)cc1C(C)C	.	-1.0%	4%	17%	?	1%	1%	i	0.3
